CaV13 ICDI inh = Primary screen for inhibitors of IQ motif and Ca2+-dependent inactivation inhibitor domain binding in CACNA1D, Förster resonance energy transfer in living cells, …. HEK cells, CFP/YFP FRET ICDI-IQ, plate reader, 10 min; percent FRET-ratio fall versus neutral wells. 340,000 tested, 0.098% active. inhibition, % at 12.3 µM. AID 743397;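 active means mean replicate inhibition of at least 30% and at least 1% of replicates passing that level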;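 further: 0% = median of the neutral control wells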
iPSC survival up = hiPSC single-cell survival enhancement | 360,000 tested, 0.044% active | ATPlite luminescence; 100% = ROCK inhibitor wells, 0% = DMSO | survival enhancement, % at 20 µM; in the data active means survival enhancement above about 18%;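 further: cells exposed to compounds for 16 hours before the ATP read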
PDI inh = blocks human protein disulfide isomerase activity; PDI insulin aggregation turbidity, A650, 90 min; inhibition, % at 10 µM; 350,000 tested, 0.052% active; AID 588391;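 active means mean inhibition across replicates of 30% or more, whatever share of single replicates reach that level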;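 further: absorbance from insulin aggregation driven by PDI reduction with DTT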
Target sequence (P07237 whole entry, looked up): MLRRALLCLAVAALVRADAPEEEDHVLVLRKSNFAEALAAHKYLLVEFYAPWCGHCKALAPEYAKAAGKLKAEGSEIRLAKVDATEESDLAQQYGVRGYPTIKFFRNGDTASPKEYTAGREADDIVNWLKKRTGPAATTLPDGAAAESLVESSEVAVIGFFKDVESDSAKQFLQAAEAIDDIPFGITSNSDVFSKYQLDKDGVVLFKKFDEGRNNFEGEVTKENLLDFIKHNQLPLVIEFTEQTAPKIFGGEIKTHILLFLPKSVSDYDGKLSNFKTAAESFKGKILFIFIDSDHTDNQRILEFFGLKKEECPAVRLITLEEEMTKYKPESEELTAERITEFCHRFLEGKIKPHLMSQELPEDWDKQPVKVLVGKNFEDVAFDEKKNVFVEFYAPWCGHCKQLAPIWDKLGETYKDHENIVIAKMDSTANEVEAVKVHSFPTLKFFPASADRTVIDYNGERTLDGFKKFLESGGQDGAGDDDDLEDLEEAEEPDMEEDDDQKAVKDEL
Granule exo inh = blocks lytic granule exocytosis; TALL-104 LAMP-1 surface exposure, flow cytometry; cells stimulated with thapsigargin and PMA; inhibition, % at 10 µM; 360,000 tested, 0.66% active;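 active means inhibition above about 55%, limit read from the data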
HIF-2a block = HIF-2a inhibition; 360,000 tested, 0.72% active; 786-0 RCC cells HIF-2a reporter, luciferase luminescence, overnight; inhibition, % at 18.8 µM;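 active means inhibition of the luminescence signal of 40% or more relative to plate controls, in a single-dose primary screen at 18.75 µM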
Peg3 prom inh = Peg3 promoter activity inhibition; AID 588405; HeLa PEG-Prom luciferase reporter, luminescence, overnight; 360,000 tested, 1.7% active; inhibition, % at 20 µM;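 active means inhibition of at least 50% at 20 µM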
MITF TRPM1 inh = reduces MITF-dependent TRPM1 promoter luciferase signal. SK-MEL-5 TRPM1 promoter luciferase, 24 h. inhibition, % at 12.5 µM. 330,000 tested, 0.83% active. AID 488899;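 active means mean inhibition across replicates of 60% or more, whatever share of single replicates reaches that level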; further: values of inactives mirror those of a sister screen read the other way
Vif inh = inhibitors of HIV Vif; 340,000 tested, 0.35% active; inhibition, % at 7.49 µM; HEK293T cells, Vif self-association by quenched fluorescence, imaging, 24 h; AID 602346; in the data active means inhibition above about 50%, passing the limit was not always enough; further: some results filed as inactive read as strong as hits
aDG glyco act = alpha-DG glycosylation activation. Pro5-aDG cells, alpha-DG glycosylation AlphaScreen (IIH6); 0% Pro5, 100% B10-LARGE cell signal. activation, % at 10 µM. 360,000 tested, 0.22% active;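 active means activation of at least 8% versus controls, or a plate z-score of at least 8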;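 further: Pro5 are CHO cells carrying HIG-tagged alpha-DG that lacks glycosylation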
NR2E3 ag-1 = agonists of human NR2E3 nuclear receptor; Q9Y5X4; CHO-S Gal4-NCOR/VP16-NR2E3 two-hybrid, luciferase; inhibition of corepressor binding, % at 3.98 µM; 360,000 tested, 0.35% active; AID 602229;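 active means inhibition above the mean of all tested compounds plus 3 SD, cut at about 70% in these data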;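 further: 0% = DMSO with NR2E3 transfected cells and 100% = cells lacking NR2E3 construct; higher means lower luciferase signal from less NR2E3 corepressor binding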
Target sequence (Q9Y5X4 whole entry, looked up, the tested form may be a part): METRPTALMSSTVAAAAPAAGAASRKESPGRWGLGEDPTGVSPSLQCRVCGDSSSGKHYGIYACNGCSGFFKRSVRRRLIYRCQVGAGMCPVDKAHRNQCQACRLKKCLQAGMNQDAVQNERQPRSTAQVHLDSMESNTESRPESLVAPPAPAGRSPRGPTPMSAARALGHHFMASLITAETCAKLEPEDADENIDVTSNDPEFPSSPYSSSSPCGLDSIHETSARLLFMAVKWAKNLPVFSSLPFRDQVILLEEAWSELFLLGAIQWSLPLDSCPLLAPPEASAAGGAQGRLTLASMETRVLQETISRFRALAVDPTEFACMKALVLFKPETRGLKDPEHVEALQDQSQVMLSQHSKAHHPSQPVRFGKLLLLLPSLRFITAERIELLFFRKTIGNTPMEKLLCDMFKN
NR2E3 ag-2 = agonists of human nuclear receptor NR2E3; Q9Y5X4; GST-NR2E3/biotin-RetCOR TR-FRET, 1536-well; inhibition of corepressor binding, % at 4.78 µM; 320,000 tested, 0.12% active; AID 2300;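 active means percent inhibition above the cutoff of mean plus 3 SD of all tested compounds, set per screening campaign, cut at about 20% in these data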;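 further: 0% = DMSO wells and 100% = biotin wells as full block of FRET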
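Material: NR2E3–RetCOR corepressor complex / Amount: 1.35 nM GST-NR2E3 / Medium: Tris pH 7.5 / Compound: single nominal compound dose of 4.8 µM / Incubation: 5 h at 4 °C / Technique: TR-FRET, Eu(K)-anti-GST donor, streptavidin-D2 acceptor, ex 340, em 617/671 nm / Read-out basis: percent loss of FRET ratio relative to control wells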
The depositor's hits bear a star; . = no result given.

mol,CaV13 ICDI inh,iPSC survival up,PDI inh,Granule exo inh,HIF-2a block,Peg3 prom inh,MITF TRPM1 inh,Vif inh,aDG glyco act,NR2E3 ag-1,NR2E3 ag-2
O=C(Nc1cccnc1)c1cc2c(ccc3ccccc32)o1,.,-1.8,-3,-2,-152,-268,-53,-7,0.5,-107,0
CC(C)c1nc2oc3c(NCC4CCCO4)ncnc3c2c2c1CCC2 (configuration not stated),-3,1.4,-3,0,11,48,7,-9,0.0,38,1
COc1ccc(NC(=O)CSc2nc3nc(-c4cccs4)cc(C(F)(F)F)c3c(=O)[nH]2)c(OC)c1,-6,0.6,6,15,3,3,-1,0,-0.2,-15,0
C[C@@H]1CN([C@@H](C)CO)C(=O)c2cc(NC(=O)C3CC3)ccc2O[C@@H]1CN(C)Cc1ccc(Cl)c(Cl)c1,-2,2.4,11,2,7,8,5,6,-0.1,-26,.
NNC(=O)Cc1cn(-c2ncc(C(F)(F)F)cc2Cl)c2ccccc12,.,-1.8,-1,-2,14,17,1,16,0.6,8,0
Cc1ccc(-n2c(C)cc(C=C3C(=O)N(C)C(=O)N(C)C3=O)c2C)cc1,-5,-0.2,2,-3,15,12,-29,-5,0.1,-6,.
O=[N+]([O-])c1cccc(N/N=C/c2ccc(N3CCOCC3)cc2)c1,-3,0.3,-4,-3,-307,-228,-123,-4,-0.2,-124,-2
O=C(CCNC(=O)c1ccc(Cl)cc1)Nc1ccc(Cl)cc1F,-5,-0.1,-15,-10,-11,-16,-8,-15,0.1,14,-2
CCc1nnc(NC(=O)CSc2nnc(CNc3cccc(C)c3)n2-c2ccccc2)s1,-4,-0.7,9,1,8,4,4,-8,0.4,-6,0
COc1ccc2c(c1)cc1n2CCN2CCCN=C12,-10,-0.3,-1,0,-8,7,-1,2,0.0,-15,-3
COc1ccc(CCNC(=O)c2nc(-c3cccs3)no2)cc1OC,0,3.7,23,0,8,-10,18,2,0.5,11,-1
CC1CC(C)CN(CC(=O)Nc2ccc3c(c2)OCCO3)C1 (configuration not stated),.,0.6,-3,4,-199,-158,-70,28,0.6,-28,0
COc1ccc(-c2noc(COc3ccc4c(c3)OCO4)n2)cc1,.,-0.5,-3,-2,-9,-62,-7,3,-0.1,-22,-2
COc1cccc(CNC(=O)Cc2csc(Nc3nc(=S)[nH]c4ccccc34)n2)c1,-8,0.5,-2,0,10,29,19,-7,0.1,5,0
COc1ccc(CN(C)C(=O)c2ccc(NC(=O)CC3SC(N4CCCC4)=NC3=O)cc2)c(OC)c1OC (configuration not stated),-6,1.7,8,4,9,-3,-9,31,0.2,-10,-1
CC(C)(C)c1cccc(/C=N/O)c1O,-5,-1.0,-7,-2,20,13,-8,.,-0.2,-14,0
Cc1cc(/C=N/NC(N)=S)c(C)n1-c1ccc(Cl)c(Cl)c1,-18,-3.0,4,-1,-21,-6,29,-4,-0.7,38,4
CCC(C)NC(=O)CSc1nnc(-c2ccc(OC)c(OC)c2)c(-c2ccc(OC)c(OC)c2)n1 (configuration not stated),-4,1.0,-11,3,11,-5,0,-19,0.1,10,-1
CCOC(=O)N1CCN(Cc2nc(C3CC3)no2)CC1,-4,-1.0,-2,-10,11,0,6,-3,0.0,2,5
CC1(C)CC(=O)C2=C(C1)NC(Nc1nc3ccccc3o1)=NC2c1ccccn1 (configuration not stated),-5,0.3,7,0,22,-3,7,9,1.7,-8,1
COc1ccc(NC(=O)CSc2nc3ccccc3cc2Cc2ccccc2)cc1,-9,2.2,-7,-3,-10,-6,-14,-2,0.2,-1,8
COC(=O)C1CC(=O)c2sccc2C1 (configuration not stated),-4,-0.4,6,-1,9,9,2,.,-0.2,-12,-3
O=C(O)C(Cc1ccccc1)N1Cc2ccccc2C1=O (configuration not stated),-4,-0.7,-4,0,7,-51,-1,-3,0.1,-18,1
Cc1noc(C)c1C(=O)N1CCCC(C(=O)c2cccc(C(F)(F)F)c2)C1 (configuration not stated),-5,-1.1,3,-1,8,10,2,2,0.1,-17,2
Cc1ccc(S(=O)(=O)N2CCN(C)CC2)cc1[N+](=O)[O-],-7,1.4,7,4,-11,13,8,-15,-0.3,-32,5
CCn1ccnc1CN(C)Cc1cn(-c2ccccc2)nc1-c1ccc(OC)cc1F,-4,0.0,-3,1,2,-4,-9,2,0.9,-10,4
O=S(=O)(NCCSc1nnnn1-c1ccccc1)c1cccs1,-1,1.5,-3,-3,-135,-97,-13,-14,0.1,-26,-3
COc1cc(C2Nc3c(F)cccc3C3C=CCC32)cc(Br)c1OC (configuration not stated),-8,-0.2,2,-1,18,18,11,0,0.2,-5,-1
COc1cccc(OC)c1C(=O)Nc1ccc2nc(C)c(C)nc2c1,-19,-0.3,5,3,-55,-52,-12,-3,-0.2,-35,-1
CC(OC(=O)C1CC(=O)N(Cc2ccco2)C1)C(=O)Nc1ccc(F)cc1Cl (configuration not stated),-17,-1.9,-6,0,0,1,-7,-5,0.1,-11,-3

In another format: entries from further up.
Second line of a record: CaV13 ICDI inh, iPSC survival up, PDI inh, Granule exo inh, HIF-2a block, Peg3 prom inh, MITF TRPM1 inh, Vif inh, aDG glyco act, NR2E3 ag-1, NR2E3 ag-2
- CC1(C)CC(=O)C2=C(C1)NC(Nc1nc3ccccc3o1)=NC2c1ccccn1 (configuration not stated)
  -5, 0.3, 7, 0, 22, -3, 7, 9, 1.7, -8, 1
- COc1ccc(NC(=O)CSc2nc3ccccc3cc2Cc2ccccc2)cc1
  -9, 2.2, -7, -3, -10, -6, -14, -2, 0.2, -1, 8

Continuation.
mol,CaV13 ICDI inh,iPSC survival up,PDI inh,Granule exo inh,HIF-2a block,Peg3 prom inh,MITF TRPM1 inh,Vif inh,aDG glyco act,NR2E3 ag-1,NR2E3 ag-2
Cc1cc(OCC(O)CN2CCCC2)ccc1C(C)C (configuration not stated),-3,-0.2,10,10,16,-10,4,8,0.0,7,.
O=C1c2ccccc2C(=O)C1(CO)c1ccccc1,-6,0.0,-8,-1,-157,-96,-21,27,0.1,7,-8
NC(=O)C1CCN(S(=O)(=O)c2cccc(C(=O)O)c2)CC1,.,-0.8,-3,1,14,5,9,-2,0.0,-16,0
CN(C)C(=O)CCc1ccc2c3c([nH]c2c1)[C@]1(CCC2CCCC2)[C@@H](C(=O)N2CCOCC2)C[C@H](CC(=O)NCCc2ccccn2)C(=O)N1CC3,-4,-0.1,9,-5,-6,2,12,.,-0.2,-4,.
COc1ccccc1-n1c(C)nc2cc(C(=O)NCC3CCCO3)ccc21 (configuration not stated),-3,0.1,-2,1,-5,-18,3,-2,0.1,18,-2
CS(=O)(=O)N1CCN=C1SCc1cccc(F)c1,-5,0.3,7,0,0,10,-1,6,-0.4,38,-2
Cc1ccc(-n2nc3c(c2NC(=O)CC(C)C)CS(=O)C3)cc1 (configuration not stated),-6,2.1,-12,5,6,-5,.,9,-0.2,8,-2
Cc1ccc(/C(O)=C2/C(=O)C(=O)N(c3ccccn3)C2c2ccc([N+](=O)[O-])cc2)cc1 (configuration not stated),-5,1.0,1,3,19,-8,-2,4,0.0,4,3
COc1ccccc1CNC(=O)C1CCN(S(=O)(=O)c2ccc3c(c2)OCCCO3)CC1,-5,1.8,4,1,6,10,-4,-3,-0.2,-21,3
COC(=O)CC1NCCNC1=O (configuration not stated),-3,4.4,-2,-1,32,5,-7,14,-0.1,-29,-1
COc1ccccc1CCC(=O)OCC(=O)Nc1cc(S(=O)(=O)N2CCOCC2)ccc1C,.,-0.4,1,-2,2,-18,0,7,-0.4,5,3
COc1ccc(C(=O)N2CCNC(=O)C2CC(=O)Nc2cc(Cl)ccc2OC)cc1 (configuration not stated),-2,1.3,-11,-5,-1,9,7,-11,0.0,-7,1
O=C(NC1CCS(=O)(=O)C1)c1cn(-c2ccccc2)nc1-c1ccccc1 (configuration not stated),-3,0.8,3,-2,-18,-11,-2,5,-0.1,-52,0
O=C(CN1C(=O)c2cccc3cccc(c23)C1=O)NCCN1CCOCC1,5,-1.2,3,-2,7,-7,5,-6,-0.3,-11,-1
O=C(O)CC(c1cccc(O)c1)N1Cc2ccccc2C1=O (configuration not stated),-6,-0.4,-2,1,7,-6,-4,5,-0.1,6,1
Cc1ccc(S(=O)(=O)N(C)C)cc1NC(=O)C1Cc2ccccc2CN1C(=O)c1ccco1 (configuration not stated),-4,0.6,6,-11,6,4,11,-18,-0.2,2,3
CCNC(=O)COC(=O)/C=C/c1c(C)nn(Cc2cccc(OC)c2)c1Cl,1,0.7,-2,-2,11,5,2,-4,-0.2,-21,-1
Cc1nc2ccccn2c1C(=O)NNC(=S)Nc1ccc(Cl)cc1,-5,4.2,6,-1,-20,-26,-1,-8,-0.4,-4,-3
Cc1oc(C)c2c(=O)ccc3c(c12)OC(N)=C(C#N)C3c1ccc(F)cc1 (configuration not stated),-2,0.4,-2,0,18,7,-2,-2,-0.1,-19,3
COc1cccc(N=Cc2ccc(O)cc2O)c1,-7,2.6,-1,4,-17,-13,-9,5,-0.2,-25,7
CC(=O)c1ccccc1NS(=O)(=O)c1ccccc1Cl,-4,-1.6,-10,-2,11,4,-5,9,-0.3,-31,4
Cc1ccnc(NS(=O)(=O)c2ccc(NC(=O)c3ccc([N+](=O)[O-])s3)cc2)n1,-14,3.9,-2,2,10,22,32,4,0.2,-21,0
O=C(NC(=S)Nc1ccccc1)c1cc(-c2ccccc2)nc2ccccc12,-4,-0.8,-1,0,9,13,-7,-26,0.0,-23,1
Cc1ccccc1NC(=O)c1c(C)nn(-c2ccccc2)c1Cl,-3,0.1,-17,1,-138,-68,-24,8,0.1,-17,-2
COc1ccc2sc3c(=O)[nH]c4ccccc4c3c2c1,.,0.3,-11,3,17,25,46,-6,-0.4,-14,-3
CCc1nc2ccc(C(=O)NCCC(C)C)cn2c1N(CC)CCOC,-7,4.0,-6,-5,5,14,.,10,-0.1,-18,.
CC(=O)Oc1c(S(=O)(=O)c2ccc(C)cc2)c(C)nn1C(C)(C)C,-1,-2.3,-1,0,6,25,-2,1,-0.1,-15,2
COc1ccc(/C=C/c2ccc3cccc(O)c3n2)cc1Br,-18,0.1,0,-10,-242,-213,-64,-8,0.0,-28,-1
Cn1c(=O)c(C(=O)NC2CCCCCCC2)c(O)c2ccccc21,.,-0.6,2,-2,-157,-180,-43,3,0.0,-29,-2
COc1c(NC=O)c2c(c([N+](=O)[O-])c1OC)C(=O)OC2,-6,1.2,-1,0,14,15,1,-4,0.3,-24,.

Quoted from above, two compounds:
mol,CaV13 ICDI inh,iPSC survival up,PDI inh,Granule exo inh,HIF-2a block,Peg3 prom inh,MITF TRPM1 inh,Vif inh,aDG glyco act,NR2E3 ag-1,NR2E3 ag-2
Cc1ccc(/C(O)=C2/C(=O)C(=O)N(c3ccccn3)C2c2ccc([N+](=O)[O-])cc2)cc1 (configuration not stated),-5,1.0,1,3,19,-8,-2,4,0.0,4,3
COc1ccccc1CNC(=O)C1CCN(S(=O)(=O)c2ccc3c(c2)OCCCO3)CC1,-5,1.8,4,1,6,10,-4,-3,-0.2,-21,3

Bioassay records (PubChem)
